FEN1 inh: human FEN1 inhibition; Recombinant FEN1 flap cleavage, fluorescence, 15 min; hit rate 0.35% among 390,000; Potency, µM (titrated, usually from 114 µM), for inactives: at the highest dose activity change, negative = inhibition, actives largely listed as inhibitors; AID 588795; P39748; also: nearly all actives have a fitted effect of over 65% in size
Target sequence (P39748 whole entry, looked up): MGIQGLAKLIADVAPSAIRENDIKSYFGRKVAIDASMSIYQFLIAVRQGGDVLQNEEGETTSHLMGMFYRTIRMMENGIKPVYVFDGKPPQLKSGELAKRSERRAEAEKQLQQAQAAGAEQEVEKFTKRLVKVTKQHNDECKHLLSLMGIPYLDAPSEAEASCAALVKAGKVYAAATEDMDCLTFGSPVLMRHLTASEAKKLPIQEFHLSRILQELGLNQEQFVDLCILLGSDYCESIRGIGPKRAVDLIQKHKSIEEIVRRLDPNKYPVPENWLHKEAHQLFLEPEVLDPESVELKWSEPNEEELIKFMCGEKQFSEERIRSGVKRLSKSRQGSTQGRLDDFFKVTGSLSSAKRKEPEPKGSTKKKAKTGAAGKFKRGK
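Read-out was taken twice, immediately and after 15 min, following addition of 50 nM substrate to 10 nM FEN1 that had sat with test compound for 15 min at room temperature. Curves came from a four-parameter Hill model.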
TDP1 inh: TDP1 (human) enzyme inhibition | Q9NUW8 | AID 485290 | hit rate 0.28% among 350,000 | Potency, µM (series often up to 130 µM), for inactives: top-dose activity change, negative = inhibition, usual class: inhibitors | recombinant TDP1, AlphaScreen DNA substrate cleavage; also: nearly all actives have a fitted effect of over 40% in size
Target sequence (Q9NUW8 whole entry, looked up): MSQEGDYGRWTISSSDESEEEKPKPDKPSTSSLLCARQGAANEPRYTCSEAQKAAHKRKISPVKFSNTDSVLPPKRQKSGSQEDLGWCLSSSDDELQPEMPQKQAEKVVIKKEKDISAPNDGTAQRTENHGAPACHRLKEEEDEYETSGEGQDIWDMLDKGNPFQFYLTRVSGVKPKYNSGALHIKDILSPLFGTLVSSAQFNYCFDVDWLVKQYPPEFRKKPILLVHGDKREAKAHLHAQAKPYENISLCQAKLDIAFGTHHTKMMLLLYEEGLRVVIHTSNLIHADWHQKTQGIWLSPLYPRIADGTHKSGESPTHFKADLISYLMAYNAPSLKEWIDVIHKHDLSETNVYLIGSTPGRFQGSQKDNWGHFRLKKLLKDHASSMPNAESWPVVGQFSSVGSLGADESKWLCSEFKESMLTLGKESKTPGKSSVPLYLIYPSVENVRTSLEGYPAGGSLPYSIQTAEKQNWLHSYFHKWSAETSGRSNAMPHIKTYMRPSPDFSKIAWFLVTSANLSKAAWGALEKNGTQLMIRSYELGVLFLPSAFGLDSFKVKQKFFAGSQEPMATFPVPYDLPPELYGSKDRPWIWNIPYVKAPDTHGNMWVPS
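Compounds were preincubated with Tdp1 (1 nM final) for 15 min at room temperature before substrate (15 nM final) started a 5 min reaction; beads (10 ug/ml final) were then added for 10 min before AlphaScreen detection.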
N370S GC: inhibitors or activators of N370S glucocerebrosidase for Gaucher disease | Potency, µM (doses to about 59.4 µM), inactives show at the top dose activity change, negative = inhibition, actives largely listed as inhibitors | N370S GC spleen homogenate, 4MU-glucoside fluorescence | AID 2101 | hit rate 0.092% among 330,000;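 also: 0% = full enzyme activity and -100% = no enzyme basal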
An asterisk follows results filed as active; ? = inconclusive; nt = not tested or not shown; & = joins results of further samples; [ ] = another dose, or the depositor's remark. Calls follow the shape of the dose curve; as a rule, active = well fitted curve in the direction sought with a large enough effect; inconclusive = small, poorly fitted or top-dose-only effect, or another doubt; inactive = no such curve, though single readings can be large; an effect the other way counts as inactive or inconclusive. Unless noted, % is scaled to controls: 0 for no effect and ±100 for the full control effect; potency is read from the fitted curve at half-maximal effect.

SMILES	FEN1 inh	TDP1 inh	N370S GC
COc1cccc(/C=N/n2cnc3c(cnn3-c3ccccc3)c2=O)c1	0%	nt	25%
COc1ccc(S(=O)(=O)Nc2ccc3c(c2)OCO3)cc1	0%	7%	-2%
COc1ccccc1C(=O)NC(=O)CSc1nc(C)cs1	-3%	3%[0.505 µM]	4%
CCN(CC)C(=O)CSC1c2ccccc2C(=O)N1c1ccccc1 (configuration not stated)	-4%	6%	4%
CCOc1ccc2oc(C(=O)Nc3cc(C)ccn3)c(C)c2c1	-6%	1%	-1%
COc1ccc(/C=N/NC(=O)c2cc(-c3ccc4c(c3)OCO4)n[nH]2)cc1OC	34%[activator]	7%	7%
CC1=NN(c2nc(C)cc(C)n2)C(=O)C1CCC(C)C (configuration not stated)	0%	8%	-17%
Cc1cc(C)nc(N=Nc2c(O)n(Cc3ccc(Cl)cc3)c3ccccc23)n1	-9%	5%	-26%
COc1cc(/C=N\NC(=O)c2ccc(Cn3nc([N+](=O)[O-])c(Cl)c3C)o2)ccc1O	?	2%	-9%
CCCCN(C(=O)C(CCSC)N1C(=O)c2ccccc2C1=O)c1c(N)n(CCC)c(=O)[nH]c1=O (configuration not stated)	0%	0%	nt
CCOc1ccccc1N(CC(=O)Nc1ccc(S(=O)(=O)N2CCOCC2)cc1)S(=O)(=O)c1ccc(Cl)cc1	-3%	0%	-1%
COc1ccc(N2CC(NC(=O)/C=C\c3ccc(OC)c(OC)c3)CC2=O)cc1 (configuration not stated)	-16%	5%	nt
O=C(CCC(=O)OCC(=O)c1cccc([N+](=O)[O-])c1)Nc1cccc(Cl)c1Cl	4%	-10%	1%
COc1ccccc1CNC(=O)c1ccc(-c2ccccc2Cl)o1	-7%	-5%	12%
CCN(Cc1nc(-c2cccc(C)c2)no1)S(=O)(=O)c1ccc(C)cc1	-20%	-12%	nt
COc1ccc(N(CC(=O)NC2CC3CCC2C3)S(=O)(=O)c2ccccc2)cc1Cl (configuration not stated)	-12%	2%	5%
O=C/C(=C\Nc1ccc(Cl)cn1)c1nc2ccccc2o1	-5%	5%	18%
COC(=O)/C(=C\c1ccc(O)cc1)c1nc2ccccc2[nH]1	0%	0%	-4%
COc1ccccc1N(C(=O)CNC(=O)c1ccco1)C(C(=O)NC1CCCC1)c1ccco1 (configuration not stated)	0%	2%	-4%
O=C(NCCCN1CCOCC1)c1ccc(S(=O)(=O)Nc2ccccc2)cc1	-3%	-2%	-17%

In another format: entries from further up
COc1ccc(N2CC(NC(=O)/C=C\c3ccc(OC)c(OC)c3)CC2=O)cc1 (configuration not stated)
  FEN1 inh: -16%	TDP1 inh: 5%	N370S GC: nt
O=C(CCC(=O)OCC(=O)c1cccc([N+](=O)[O-])c1)Nc1cccc(Cl)c1Cl
  FEN1 inh: 4%	TDP1 inh: -10%	N370S GC: 1%
COc1ccccc1CNC(=O)c1ccc(-c2ccccc2Cl)o1
  FEN1 inh: -7%	TDP1 inh: -5%	N370S GC: 12%
CCN(Cc1nc(-c2cccc(C)c2)no1)S(=O)(=O)c1ccc(C)cc1
  FEN1 inh: -20%	TDP1 inh: -12%	N370S GC: nt

The list goes on:
SMILES	FEN1 inh	TDP1 inh	N370S GC
Cc1cccc(NS(=O)(=O)c2ccc(NC(=O)N3CCCC3)cc2)c1	-1%	7%	nt
CCOC(=O)c1c(C)nc2ncccn12	-7%	4%	-3%
NC(=O)c1ccc2c(=O)c(O)c(-c3cc(Cl)c(N)c(Cl)c3)[nH]c2c1	56µM*	nt	?
COc1cc(-c2nc(Cn3nnc(C(=O)Nc4ccccc4C)c3C)c(C)o2)cc(OC)c1OC	-6%	6%	nt
Cc1occc1C(=O)NNS(=O)(=O)c1ccc([N+](=O)[O-])cc1	-11%	2%	-5%
COc1ccc(CCNC(=O)COC(=O)c2ccc(N3CCCC3=O)cc2)cc1OC	-3%	-1%	0%
COc1ccc(NC(=O)N2CCCC2)cc1OC	-10%	13%	-3%
Cc1cc(C(=O)N/N=C/c2c3ccccc3cc3ccccc23)n[nH]1	-16%	6%	0%
CCOC(=O)c1ccc(S(=O)(=O)N2CCN(c3nc(-c4ccccc4)nc4ccccc34)CC2)cc1	-7%	1%	nt
O=C(NCc1ccccc1F)C(=O)NCC(c1cccs1)S(=O)(=O)c1cccs1 (configuration not stated)	-10%	5%	nt
C=CCn1c(SCC(=O)Nc2nc3ccccc3s2)nc(O)c(CC)c1=O	-12%	nt	25%
CC1CCCC(NC(=O)COC(=O)[C@@H](NC(=O)c2ccco2)C(C)C)C1C (some centres not stated)	-5%	1%	25%
CN(CC(=O)NCC1CCCCC1)S(=O)(=O)c1ccc(F)cc1	-17%	nt	0%
Cc1cc(C(=O)O)ccc1-c1ccc(CO)o1	-2%	-3%	8%
CC(=O)Nc1nc(NC(=O)C(Cl)(Cl)Cl)n(-c2ccccc2)n1	9%	2%	3%
CC1CCN(c2nc3ccc(C(=O)NCc4ccc(Cl)cc4)cc3s2)CC1	8%	3%	nt
CCCc1nnc(NC(=O)c2ccc(S(=O)(=O)N(C)c3ccccc3OC)cc2)s1	2%	5%	nt
COC(=O)c1nc(NC(=O)c2ccccc2Cl)n[nH]1	0%	6%	7%
CS(=O)(=O)Nc1ccc(C(=O)N2CCN(c3ccccc3)CC2)cc1	-5%	0%	0%
C/C(=N/NC(=O)c1cc(C)[nH]n1)c1ccncc1	-14%	9%	-17%

Complete entries as entered above. Values in the order: FEN1 inh	TDP1 inh	N370S GC
CC1CCCC(NC(=O)COC(=O)[C@@H](NC(=O)c2ccco2)C(C)C)C1C (some centres not stated) is entered as -5%	1%	25%
Cc1cc(C(=O)O)ccc1-c1ccc(CO)o1 is entered as -2%	-3%	8%
C=CCn1c(SCC(=O)Nc2nc3ccccc3s2)nc(O)c(CC)c1=O is entered as -12%	nt	25%
CC1CCN(c2nc3ccc(C(=O)NCc4ccc(Cl)cc4)cc3s2)CC1 is entered as 8%	3%	nt

(listing goes on)
SMILES	FEN1 inh	TDP1 inh	N370S GC
Cc1c(C(=O)N2CCN(S(=O)(=O)c3ccccc3F)CC2)oc2c(Cl)cccc12	-2%	0%	nt
COc1ccc(C(=O)Nc2cc([N+](=O)[O-])ccc2N2CCCC2)cc1	-13%	5%	-10%
CCOc1ccc(OC(=O)c2ccc3c(=O)n4c(nc3c2)CCC4)cc1	-1%	nt	-11%
O=C(CCCC1=NS(=O)(=O)c2ccccc2N1)NCCc1ccc(Cl)cc1	22%	4%	-8%
Cc1cc(NC(=O)COc2cccnc2[N+](=O)[O-])no1	0%	-5%	-3%
COc1ccc(N(CC(=O)Nc2ccccc2C)S(=O)(=O)c2ccccc2[N+](=O)[O-])c(OC)c1	-7%	-6%	-9%
O=C(Nc1nnc(SCc2ccc(F)cc2)s1)c1ccco1	-11%	7%	-3%
COc1ccc(Cc2nnc(N)s2)cc1	5%	4%	10%
CNCCOCC(O)CSc1ccccc1 (configuration not stated)	-6%	3%	-11%[2.35 µM]
O=C(Nc1cc2c(ccc3ccccc32)oc1=O)C1CCCCC1	-1%	0%	26%
Cc1ccccc1OC(C)C(=O)NCCNC(=O)C(C)Oc1ccccc1C (configuration not stated)	-15%	1%	nt
COc1ccc(-c2cn3c(n2)sc2cc(C(=O)NCCCN4CCCCCC4)ccc23)cc1	-4%	3%	nt
CC(=O)c1ccc(NC(=O)C(C)N(C)CC(=O)Nc2ccc(N3CCOCC3)cc2)cc1 (configuration not stated)	0%	-8%	-8%
CCc1cccc(NC(=O)c2snc3c(=O)[nH]cnc23)c1	4%	4%	15%
COC(=O)[C@@H]1C[C@H]1[C@@H](NS(=O)(=O)c1ccccc1)c1ccccc1	-7%	1%&7%	8%&8%
CC(=O)Nc1cccc(C(=O)OC(C)C(=O)NC(=O)NC2CCCCC2)c1 (configuration not stated)	-1%	nt	-4%
O=C(Nc1ccc(C(=O)N2CCCCC2)cc1)c1cccs1	-2%	-5%	-1%
CCOc1cc(CO)cc(Br)c1OCC(N)=O	-15%	2%	-9%
COc1cccc(-n2c(SCC(=O)Nc3nc4ccccc4s3)nc3ccccc3c2=O)c1	-13%	4%	18%
O=c1ncccn1[C@@H]1O[C@H](CO)C(O)[C@@H]1O (some centres not stated)	nt	3%	6%
CN(C(=O)COC(=O)c1ccc2c(=O)n3c(nc2c1)CCC3)c1ccccc1	10%	-3%	13%
COc1ccc(C(=O)NCc2ccncc2)cc1S(=O)(=O)NCc1ccc(Cl)cc1	5%	1%	nt
COc1ccc2nc(C)cc(SCC(=O)NNC(=O)COc3ccccc3)c2c1	3%	2%	6%
CC[n+]1c(C)cc(C)n1-c1ccccc1	48%[activator]	7%	8%
CC(=O)Nc1c(-c2ccc3ccccc3c2)nc2ccccn12	0%	nt	-18%
COc1cc(-c2nnc(COC(=O)c3nn(CC(C)C)c(=O)c4ccccc34)o2)cc(OC)c1OC	-7%	-12%[0.505 µM]	-6%
Oc1ccc(Br)cc1C=Nc1ccc(Cl)cc1	15%	0%	-5%
c1cc2c(cc1C1CCCCC1)c1c3n2CCCNC3CCC1 (configuration not stated)	7%	0%	9%
COc1cc(C2N=C(c3ccccc3)NO2)cc(Br)c1O (configuration not stated)	4%	5%	3%
Cc1ccc(C)c(OCCn2cc(C(=O)O)c3ccccc32)c1	-4%	5%	6%
Cc1cccc(C)c1NC1=NC(=S)N(c2ccc(N(C)C)cc2)C1(C)C	0%	3%	-14%
Cc1sc2nc(CSCC(=O)Nc3ccc(N4CCOCC4)cc3)[nH]c(=O)c2c1C	-15%	-4%	8%
Nc1[nH]nc2nc(NCc3ccccc3)c3c(c12)CCN(Cc1ccccc1)C3	1%	4%	-19%
FC(F)(F)c1nc(NCc2ccccc2)c2nnn(Cc3ccccc3)c2n1	-14%	4%	4%
Cc1ccc(NC(=O)CSCC(=O)NC2(C)CCS(=O)(=O)C2)cc1 (configuration not stated)	-2%	0%	nt
COC(=O)c1ccc(NC(=O)CCc2c(C)nn(-c3ccc(N4CCCC4)nn3)c2C)cc1	-4%	5%	nt
COc1ccc(C(=O)C(C)OC(=O)CNC(=O)c2ccco2)cc1 (configuration not stated)	21%	0%	nt
CC(=O)Cn1nnc(-c2ccc(C(F)(F)F)cc2)n1	-1%	0%	-10%
O=C(CCc1ccccc1)NCCc1ccc(F)cc1	9%	5%	-5%
CC(=O)c1cccc(CN(C)CC2CCCN(CCc3ccccc3C)C2)c1 (configuration not stated)	-2%	nt	3%
CCOC(=O)NC(=S)Nc1ccc(C(C)(C)C)cc1Br	0%	-1%	-9%
Cc1ccc(N2C(=O)C(O)(C(F)(F)F)C3=C2CC(C)(C)CC3=O)cc1C (configuration not stated)	-6%	5%	7%
CCN(CC)S(=O)(=O)c1csc(C(=O)Nc2ccccn2)c1	-1%	2%	0%
Cc1ccccc1OCCCN1C(=O)C(=O)c2cccc(C)c21	-15%	14%	11%
O=C(O)COCCN1CCN([C@@H](c2ccccc2)c2ccc(Cl)cc2)CC1	nt	16%[21 µM]	9%[21.6 µM]
CC(=O)OC1CSc2nc3ccccc3n2C1 (configuration not stated)	-1%	2%	0%
Nc1nc(N)nc(-c2ccc(Oc3ccccc3)cc2)n1	-3%	2%	nt
CS(=O)(=O)CCC(C(=O)OCc1ccc(Cl)cc1)N1C(=O)c2ccccc2C1=O (configuration not stated)	-2%	4%	0%
CCCCCN(C(=O)CCC(=O)OCc1cccc(Br)c1)c1c(N)n(CCCC)c(=O)[nH]c1=O	0%	nt	4%
CCCCOc1ccc(-c2c(C(=O)Nc3ccccc3)c(C)[nH]c(=S)c2C#N)cc1	20%	9%	-6%
COc1cccc(-c2csc(N3CCN(C(=S)Nc4ccc(Cl)cc4)CC3)n2)c1	-10%	8%	?
COc1cc(OC)c(OC)cc1/C=N/NC(=O)CCc1c(C)n[nH]c1C	-1%	1%	-1%
COc1ccccc1NC(=O)N1CCC(NC(=O)C(Cc2ccccc2F)NC(C)=O)CC1 (configuration not stated)	-5%	nt	-12%
Cc1cccc(OCCCn2c(CCNC(=O)C3CCCCC3)nc3ccccc32)c1	?	-3%	nt
CC(C)(C)OC(=O)N[C@H](Cc1ccccc1)C(=O)N1CCC[C@@H]1C(=O)O	-2%	nt	-9%
Cc1ccc(S(=O)(=O)N2CCC(=O)CC2)cc1	1%	5%	-2%
CCN(CC)CCCNC(=O)c1cn(C)c(=O)c2c1c1ccccc1n2C	-3%	nt	?
Clc1cc(Cl)c(OCCCCn2cncn2)c(Cl)c1	-15%	nt	2%
Cc1nc(-c2ccccc2)sc1-c1ccc(SCC(=O)NCc2ccc(F)cc2)nn1	-2%	8%	nt
Cc1cc(N2CCN(c3ccccc3)CC2)n2ncnc2n1	2%	-2%	-3%
The results go on:
SMILES	FEN1 inh	TDP1 inh	N370S GC
CNC(=S)NNC(=O)CSCc1c(Cl)cccc1Cl	2%	1%	-5%
C=C(C)Cn1c(N)cc(=O)nc1SCC(=O)Nc1cccc(C(F)(F)F)c1	25%	2%[56.1 µM]	-5%
COc1cc(C2C(C#N)=C(N)N(Nc3ccccc3)C3=C2C(=O)CC(C)(C)C3)ccc1OCc1ccccc1 (configuration not stated)	-8%	11%	-20%
O=c1ccc(Cl)n[nH]1	0%	nt	-8%
CCCCNC(=O)COc1ccccc1[N+](=O)[O-]	-2%	2%	?
